Screening results as filed in PubChem.
hIAP inh – human IAP inhibitors, primary screen, biochemical, luminescence, uHTS | purified IAP, CDP-Star luminescence, 30 min | inhibition, % at 10 µM | 330,000 compounds, 0.12% hits;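 active = inhibition reaching a set limit with compound at 10 µM in the primary screen, cut at about 35% in these data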;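 note: plate controls were DMSO wells with enzyme for no effect and no-enzyme buffer wells for full effect; values of inactives mirror those of a sister screen read the other way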
SENP1 FRET inh – human SENP1 catalytic domain inhibitors, primary screen, biochemical, FRET, uHTS | inhibition, % at 10 µM | recombinant SENP1 catalytic domain, CyPet-SUMO1-YPet FRET cleavage | 360,000 compounds, 0.21% hits | AID 624204, 2012;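 active = inhibition at least 30% at 10 µM, raw YFP signal under a set limit, fluorescence ratio 0.5 to 1.5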;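 note: 0% = enzyme with DMSO and 100% = no enzyme wells; some results filed as inactive read as strong as hits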
Target sequence (Q9P0U3 419-644 limits assumed): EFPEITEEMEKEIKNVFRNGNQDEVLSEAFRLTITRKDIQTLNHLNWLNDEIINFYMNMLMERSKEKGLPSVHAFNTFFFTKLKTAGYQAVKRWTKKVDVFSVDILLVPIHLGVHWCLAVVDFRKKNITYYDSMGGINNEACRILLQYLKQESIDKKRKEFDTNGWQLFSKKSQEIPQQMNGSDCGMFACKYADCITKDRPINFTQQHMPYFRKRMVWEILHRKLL
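Test system: hSENP1 catalytic domain, recombinant; Amount: 20 pM final SENP1 enzyme; Medium: Tris pH 8 buffer plus EDTA, NaCl, BME, BSA, NP40, catalase; Schedule: 50 min enzyme reaction, room temperature, light-protected; Technique: FRET fluorescence in CFP and YFP emission channels; Controls: no-enzyme wells low, DMSO-plus-enzyme wells high control.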
APOBEC3G inh – APOBEC3G DNA deaminase inhibitors, primary screen, biochemical, fluorescence, single-stranded DNA substrate, uHTS; DNA dC->dU-editing enzyme APOBEC-3G (Homo sapiens), Q9HC16; inhibition, % at 20 µM; 330,000 compounds, 0.28% hits; recombinant A3G, ssDNA deamination FAM/TAMRA fluorescence;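 active = inhibition of at least 40% at 20 µM, with no more than 30% in the related APOBEC3A deaminase screen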;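 note: plate controls were DMSO wells with A3G for no effect and wells lacking A3G enzyme for full effect; some compounds called inactive have numbers as strong as hits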
Target sequence (Q9HC16 whole entry, looked up): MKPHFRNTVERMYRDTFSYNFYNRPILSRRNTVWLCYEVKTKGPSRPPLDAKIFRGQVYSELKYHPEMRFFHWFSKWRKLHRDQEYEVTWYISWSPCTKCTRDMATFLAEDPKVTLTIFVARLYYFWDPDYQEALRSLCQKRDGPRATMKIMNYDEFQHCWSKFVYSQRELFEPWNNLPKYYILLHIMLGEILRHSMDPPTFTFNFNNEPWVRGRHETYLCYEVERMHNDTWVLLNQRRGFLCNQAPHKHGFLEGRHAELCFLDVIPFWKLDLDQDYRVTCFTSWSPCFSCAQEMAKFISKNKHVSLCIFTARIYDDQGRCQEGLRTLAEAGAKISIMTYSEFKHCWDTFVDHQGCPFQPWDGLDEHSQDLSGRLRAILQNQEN
hIAP act – human IAP activators, primary screen, biochemical, luminescence, uHTS. Intestinal-type alkaline phosphatase (Homo sapiens), P09923. purified human IAP, CDP-Star luminescence, 30 min; stronger effect = higher value; 1 = vehicle-only enzyme, 0 = enzyme-free background. activation factor at 10 µM. AID 2524, 2010. 330,000 compounds, 0.16% hits;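 active = activation factor of the enzyme at least 2-fold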; note: the source names both 10 and 20 µM as test concentration; values of inactives mirror those of a sister screen read the other way
beta cell repl – inducers of MIN6 beta-cell proliferation, primary screen, ATP luminescence, uHTS; MIN6 cells proliferation, ATPlite luminescence, 48 h; cells starved in 0.2% serum; 100% = growth in 10% serum; 330,000 compounds, 0.29% hits; proliferation, % at 10 µM; AID 2380, 2010;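 active = compounds whose signal lies at least 3.5 SD above the mean of all wells on their plate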;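 note: 0% = DMSO-treated cells in low-serum medium and 100% = 10% serum control; some compounds called inactive have numbers as strong as hits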
A3A deaminase – APOBEC3A ssDNA deaminase inhibitors, primary screen, selectivity assay for APOBEC3G inhibitor project, biochemical, FAM/TAMRA oligo cleavage fluorescence; DNA dC->dU-editing enzyme APOBEC-3A (Homo sapiens), P31941; recombinant A3A, FAM/TAMRA ssDNA deamination fluorescence; inhibition, % at 20 µM; 330,000 compounds, 0.41% hits; AID 493011, 2011;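 active = at least 40% inhibition at 20 µM here, with at most 30% in a related deaminase screen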;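 note: plate controls were A3A with DMSO for no effect and wells lacking A3A enzyme for full effect; some results filed as inactive read as strong as hits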
Target sequence (P31941 whole entry, looked up): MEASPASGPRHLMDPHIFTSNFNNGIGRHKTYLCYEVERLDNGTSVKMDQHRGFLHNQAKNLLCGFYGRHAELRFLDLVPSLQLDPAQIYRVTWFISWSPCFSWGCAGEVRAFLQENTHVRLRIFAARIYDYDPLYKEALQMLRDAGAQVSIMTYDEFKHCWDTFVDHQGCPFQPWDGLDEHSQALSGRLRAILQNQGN
mIAP activ – activators of mouse IAP, primary screen, biochemical, luminescence, uHTS | intestinal alkaline phosphatase [Mus musculus] | 330,000 compounds, 0.24% hits | AID 2805, 2010 | muIAP, CDP-Star luminescence, 30 min; stronger effect = higher value; 1 = vehicle-only enzyme signal, 0 = enzyme-free wells | activation factor at 10 µM;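 active = activation factor of at least 2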; note: the source names both 10 and 20 µM as test concentration; values of inactives mirror those of a sister screen read the other way
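System: Mouse IAP enzyme | Also added: CDP-Star substrate | Dosing: Compounds dispensed in DMSO | Schedule: 30 min enzyme-substrate-compound incubation at room temperature | Technique: Chemiluminescence readout | Control set: DMSO-only wells and no-enzyme negative control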
mIAP inh – inhibitors of mouse IAP, primary screen, biochemical, luminescence, uHTS | intestinal alkaline phosphatase [Mus musculus] | purified mouse IAP, CDP-Star luminescence, 30 min | inhibition, % at 10 µM | 330,000 compounds, 0.2% hits | AID 2806, 2010;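 active = inhibition of at least 40% at 10 µM in the primary screen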;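 note: plate controls were DMSO with enzyme for no effect and no enzyme wells for full effect; values of inactives mirror those of a sister screen read the other way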
NLRP3 yeast inh – NALP3 inflammasome inhibitors in reconstituted yeast, primary screen, luminescence, uHTS | Yeast reconstituted NLRP3/ASC/caspase-1, beta-gal luminescence, 24 h | inhibition, % at 10 µM | 330,000 compounds, 0.39% hits | AID 2825, 2010;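 active = inhibition of 50% or more; inactive = inhibition below 50%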;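 note: plate controls were induced DMSO wells for no effect and uninduced yeast grown without galactose for full effect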
An asterisk follows results filed as active; nt = not tested or not shown. An excerpt; the hit share may differ from the screen's.

Preview, 7 compounds:
SMILES	hIAP inh	SENP1 FRET inh	APOBEC3G inh	hIAP act	beta cell repl	A3A deaminase	mIAP activ	mIAP inh	NLRP3 yeast inh
C[C@@H](C(=O)N1CCN(c2ccccc2)CC1)N1C(=O)C2CC=CCC2C1=O (stereo not given in full)	-6	-1	-6	1.1	-2	-2	1	-3	3
COC(=O)c1c(NC(=O)C2C3CCC(O3)C2C(=O)O)sc2c1CCCCCC2 (stereo not given)	-15	2	-1	1.2	-3	-2	0.94	6	4
Cc1ccccc1NC(=S)NC(NC(=O)N(C)C)C(Cl)(Cl)Cl (stereo not given)	11	0	-4	0.89	-1	0	0.99	1	3
Clc1ccccc1N1CCN(Cc2ccco2)CC1	24	-1	-5	0.77	-2	-7	1.1	-7	12
COc1cc(C(=O)N2CCN(S(=O)(=O)c3ccc(C)cc3C)CC2)ccc1OCC(=O)N1CCOCC1	-2	1	-8	1	1	-5	1	0	-1
COc1cccc2cc(C(=O)NCc3ccccc3Cl)c(=O)oc12	-11	2	-11	1.1	-2	-5	1	-2	23
CCOc1ccccc1NC(=O)C1CCCN1C(=O)c1cccs1 (stereo not given)	9	-1	-1	0.91	4	4	0.96	4	-1

All compounds of this part, previewed entries included:
SMILES	hIAP inh	SENP1 FRET inh	APOBEC3G inh	hIAP act	beta cell repl	A3A deaminase	mIAP activ	mIAP inh	NLRP3 yeast inh
C[C@@H](C(=O)N1CCN(c2ccccc2)CC1)N1C(=O)C2CC=CCC2C1=O (stereo not given in full)	-6	-1	-6	1.1	-2	-2	1	-3	3
COC(=O)c1c(NC(=O)C2C3CCC(O3)C2C(=O)O)sc2c1CCCCCC2 (stereo not given)	-15	2	-1	1.2	-3	-2	0.94	6	4
Cc1ccccc1NC(=S)NC(NC(=O)N(C)C)C(Cl)(Cl)Cl (stereo not given)	11	0	-4	0.89	-1	0	0.99	1	3
Clc1ccccc1N1CCN(Cc2ccco2)CC1	24	-1	-5	0.77	-2	-7	1.1	-7	12
COc1cc(C(=O)N2CCN(S(=O)(=O)c3ccc(C)cc3C)CC2)ccc1OCC(=O)N1CCOCC1	-2	1	-8	1	1	-5	1	0	-1
COc1cccc2cc(C(=O)NCc3ccccc3Cl)c(=O)oc12	-11	2	-11	1.1	-2	-5	1	-2	23
CCOc1ccccc1NC(=O)C1CCCN1C(=O)c1cccs1 (stereo not given)	9	-1	-1	0.91	4	4	0.96	4	-1
O=c1c(OC2OC(CO)C(O)C(O)C2OC2OC(CO)C(O)C(O)C2OC2OC(CO)C(O)C(O)C2O)c(-c2ccc(O)c(O)c2)oc2cc(O)cc(O)c12 (stereo not given)	6	7	-1	0.94	-5	2	0.65	35	21
N#C/C(=C/c1cccn1-c1cccc(C(=O)O)c1)c1ccc(Cl)cc1	14	0	20	0.86	-4	70*	0.94	6	4
O=C(O)c1ccc(S(=O)(=O)Nc2cccc(CP(=O)(c3ccccc3)c3ccccc3)c2)cc1	-12	-1	-3	1.1	0	-2	0.88	12	14
CCC(C)N(CCNC(=O)c1ccc2c(c1)NC(=O)c1ccccc1S2)C1CCCCC1 (stereo not given)	3	0	-5	0.97	-7	0	0.97	3	6
O=C(CN1CCOCC1)NCCC12CC3CC(CC(C3)C1)C2	27	2	-4	0.73	-1	-2	1.1	-8	2
COc1ccc(N2CCN(C(=O)CN(Cc3ccccc3)S(C)(=O)=O)CC2)cc1	-14	0	-5	1.1	-4	-4	1.1	-8	11
Cc1ccc(S(=O)(=O)NC(C)C(=O)NCc2ccc(Cl)cc2)cc1 (stereo not given)	-6	1	-5	1.1	-1	-1	0.96	4	3
CCC1=C(OC(=O)N(CC)CC)N2C(=O)OC(=NCC(=O)OC)[C@]2(C)[C@H]2C1=CC[C@H]1C(=O)NC(=O)[C@H]12	3	0	0	0.97	-4	-1	0.94	6	10
Cc1cc(NC(=O)CCC(=O)N(c2ccccc2)C(C(=O)NC2CCCC2)c2ccccc2)no1 (stereo not given)	-23	1	-3	1.2	-3	-2	1.1	-9	16
COc1cccc(NC(=O)CCCn2c(=S)[nH]c3ccccc3c2=O)c1	5	1	-4	0.95	-2	0	1	-2	7
O=[N+]([O-])c1ccccc1CNC1CCCc2ccccc21 (stereo not given)	1	4	-9	0.99	2	-1	1.1	-8	1
Cc1ccc(Oc2ncccc2NC(=O)CCCC(=O)O)c2c1CCC2	-4	0	8	1	-3	3	1	0	21
O=C(NC1CC2CCC(C1)N2C(=O)NCc1ccccc1)NC12CC3CC(CC(C3)C1)C2 (stereo not given)	-2	4	2	1	-1	2	1.1	-12	-11
Cc1c(O)c(C)c2c(c1O)C(=O)C[C@@H](c1ccccc1)O2	-6	-1	-7	1.1	1	-5	0.88	12	7
COc1cccc(COc2ccccc2C2Nc3ccc(Br)cc3C(=O)N2NC(=O)c2ccncc2)c1 (stereo not given)	-9	0	-8	1.1	-2	-4	0.84	16	13
S=c1nc2ccccc2c2nc(-c3ccccc3Cl)[nH]n12	-12	3	-10	1.1	-3	-8	0.92	8	36
CCCOC(=O)C(C)n1cnc2sc(C)c(C)c2c1=O (stereo not given)	0	1	-4	1	-2	-5	1	-2	7

Entries of single compounds, looked up by structure. Values in the order: hIAP inh	SENP1 FRET inh	APOBEC3G inh	hIAP act	beta cell repl	A3A deaminase	mIAP activ	mIAP inh	NLRP3 yeast inh
Cc1ccc(Oc2ncccc2NC(=O)CCCC(=O)O)c2c1CCC2 reads -4	0	8	1	-3	3	1	0	21
Cc1ccc(S(=O)(=O)NC(C)C(=O)NCc2ccc(Cl)cc2)cc1 (stereo not given) reads -6	1	-5	1.1	-1	-1	0.96	4	3

Carrying on.
SMILES	hIAP inh	SENP1 FRET inh	APOBEC3G inh	hIAP act	beta cell repl	A3A deaminase	mIAP activ	mIAP inh	NLRP3 yeast inh
O=c1[nH]c(=O)c2ncc(-c3ccc(Cl)cc3)nc2[nH]1	-36	nt	4	1.4	3	9	1	-3	2
COc1cccc(CN(C(=O)c2ccccc2Cl)C2CCS(=O)(=O)C2)c1 (stereo not given)	-21	2	-7	1.2	2	-4	0.93	7	15
c1ccc2c(c1)CCCN2c1nc2ccccc2n2cnnc12	-4	-38	-13	1	4	-4	1	-3	1
CC(=O)NC1=NN(C(C)=O)C(c2ccc(F)cc2)S1 (stereo not given)	14	0	0	0.86	-2	-1	1.1	-10	-1
Cc1cccc(Nc2nc(-c3sc(C)nc3C)cs2)c1	-11	0	-2	1.1	-5	3	1.2	-16	-5
O=C(NC1CCCCC1)C(c1ccco1)N(C(=O)c1csnn1)C1CCCC1 (stereo not given)	12	1	-2	0.88	-3	1	0.98	2	3
CC(=O)c1cnc2c(C(=O)O)cnn2c1C	-7	3	-3	1.1	1	-2	1	-4	2
COc1ccc(-n2c(SCC(N)=O)nnc2-c2ccco2)cc1	-5	1	-3	1.1	2	-3	0.96	4	16
Cc1ccc(S(=O)(=O)N(C)C)cc1NC(=O)CSc1nnnn1-c1ccc(O)cc1	6	1	-2	0.94	-3	-1	1.1	-6	0
CCOC(=O)c1ccc(NC(=O)NCCc2cnc[nH]2)cc1	-36	1	-8	1.4	0	-5	1.1	-6	15
C[C@H]1COC(=O)[C@@H](CC(=O)OC(C)(C)C)C/C=C\C[C@@H](CC(=O)N(CCO)Cc2ccccc2)C(=O)N1	-18	1	-10	1.2	-2	-3	1	0	16
C=CCOc1cccc(C2/C(=C(\O)c3ccc4c(c3)OCCO4)C(=O)C(=O)N2Cc2cccnc2)c1 (stereo not given)	-36	-1	-1	1.4	1	-6	0.91	9	3
CN(C)CCC(=O)N1c2ccccc2Sc2ccc(Cl)cc21	-9	3	0	1.1	-5	0	1	0	14
C=CCn1c(SCC(=O)N(CC)C2CCS(=O)(=O)C2)nc2cc(C(=O)O)ccc2c1=O (stereo not given)	1	0	4	0.99	-2	19	0.97	3	2
COc1cccc(-c2c(C(=O)N/N=C/c3ccc(C)s3)nnn2-c2nonc2N)c1	13	0	-8	0.87	0	-4	0.99	1	9
COc1cc(C=C2C(=O)OC(c3ccccc3)OC2=O)cc(Br)c1O (stereo not given)	3	-5	-2	0.97	-2	0	0.92	8	13
Cc1cccc(C=Nc2ccc3c(c2)oc2ccccc23)c1O	6	-3	-4	0.94	-1	-3	0.99	1	11
CCOc1ccccc1NC(=S)N(CCC(C)C)C1CCN(C(C)=O)CC1	-3	4	-3	1	0	-1	0.94	6	5
O=S(=O)(Nc1ccc(Cl)cn1)c1cccc(S(=O)(=O)c2ccccc2)c1	1	3	-7	0.99	-2	5	1.1	-13	2
CC(C)COC(=O)C(C#N)c1nc2ccccc2nc1N1CCN(Cc2ccccc2)CC1 (stereo not given)	9	-47	0	0.91	-4	3	0.93	7	21
CCN(CC)C(=O)Nc1ccc(C(=O)OC)cc1	-6	3	-4	1.1	-3	0	1.1	-10	11
COc1ccc(C2C(C#N)=C(N)Oc3cc4c(cc32)OCO4)cc1 (stereo not given)	3	-48	-5	0.97	-1	0	1	-2	13
N#C/C=C/C(=C\Nc1ccc(Cl)cc1)S(=O)(=O)c1ccccc1	-7	-10	-4	1.1	-4	0	0.95	5	-1
Cc1cc(NC(=O)Cn2nc(C(=O)O)c3ccccc3c2=O)ccc1Br	-4	4	-4	1	-1	-1	0.97	3	15
Oc1ccc2ccccc2c1N=Nc1ccccc1F	32	3	5	0.69	1	8	0.83	17	31
CSc1ccccc1C(=O)N1CCN(c2cccc(Cl)c2)CC1	-5	1	-2	1.1	-1	0	0.92	8	1
Cc1nccn1CCCNC(=O)C1CCC(=O)N(Cc2ccccc2F)C1 (stereo not given)	-8	1	-9	1.1	0	-9	1.1	-7	5
O=C(CCc1nnc(C2(c3ccc(Cl)cc3)CCC2)o1)NCCCn1cccn1	5	2	-4	0.95	4	1	1.1	-7	13
c1cncc(-c2cn(C[C@H]3CC[C@H](Cn4cc(-c5cccnc5)nn4)O3)nn2)c1	nt	1	-1	nt	nt	-2	0.98	2	nt
